Bioassay records deposited in PubChem by several laboratories.
bCat nuc transl: modulators of beta-catenin nuclear translocation, primary screen, imaging, HeLa cells, immunofluorescence, high-content. nuclear translocation activity, % at 5 µM. 0.3% of 190,000 active;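 active = nuclear translocation activity above 50% at 5 µM, with a well cell count of 50 or more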;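 also: per-cell ratio of nuclear to cytoplasmic median beta-catenin stain intensity; plate controls were DMSO negative control for no effect and GSK-3 inhibitor IX positive control for full effect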
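Read-out: Nuclear/cytoplasmic beta-catenin signal ratio, % activation | Assay system: Human HeLa cell line | Times: 24 h compound exposure at 37°C, 5% CO2 | Signal: Fluorescence imaging of beta-catenin antibody stain plus DAPI | Dosing: 5 µM primary, 0.02–20 µM confirmation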
ER stress rescue: rescue of cells from ER stress-induced death, primary screen, 384-well, CSM14.1, thapsigargin, ATP luminescence (AID 1222); CSM14.1 thapsigargin-induced death rescue, ATP luminescence; higher % means a stronger effect; cellular ATP content (survival), % at 20 µM; hits with a dose series show EC50 in µM; 190,000 tested, under 10 active;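 active = EC50 below 50 µM in the dose-response confirmation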;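 also: death triggered by thapsigargin at about 15 µM added after 2 h compound pretreatment; cell ATP read after overnight thapsigargin exposure of roughly 18 to 22 hours; normalized against plate controls of thapsigargin alone and 5% DMSO vehicle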
M17LAP inhibition: P. falciparum M17LAP inhibitors, primary screen, biochemical, fluorogenic H-Leu-NHMec substrate, 1536-well (AID 1619). Leucine aminopeptidase (Plasmodium falciparum (isolate 3D7)). recombinant M17LAP, H-Leu-NHMec fluorogenic kinetic assay; higher % means a stronger effect. inhibition, % at 30 µM, or IC50 in µM where a hit was titrated. 0.38% of 220,000 active;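 active = compound inhibiting the enzyme by more than half at any dose during confirmatory dose-response retesting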;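 also: plate controls were full reaction with DMSO carrier for no effect and no enzyme background for full effect; strong numbers were not always called active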
K1F lysis inhibition: inhibition of K1F phage lysis, E. coli UTI89, bacterial capsule biogenesis inhibitors, alamar blue (AID 488966); E. coli UTI89 K1F phage lysis, alamar blue, 2 h; higher % means a stronger effect; inhibition, % at 100 µM; hits with a dose series show IC50 in µM; 0.02% of 340,000 active;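 active = phage lysis inhibition, versus mean bacterial control, above a set limit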;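 also: capsule biogenesis inhibitors block K1F phage lysis so surviving cells raise fluorescence; higher fluorescence means more inhibition of phage lysis; actives were called in the ten point dose series up to 300 µM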
Insulin prom up: insulin promoter activators in MIN6 cells, imaging, high-content screening, mouse beta cells. MIN6 insulin promoter-GFP reporter; hits give high values. z-score at 5 µM. 0.3% of 190,000 active;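 active = z-score above 3 at 5 µM with at least 500 cells counted in the well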
M1AAP inhibition: P. falciparum M1AAP inhibitors, biochemical, fluorogenic H-Leu-NHMec substrate, 1536-well (AID 1445) | recombinant M1AAP, H-Leu-NHMec fluorogenic kinetic assay; higher % means a stronger effect | one-dose inhibition, % at 30 µM; IC50 in µM for titrated hits | 0.42% of 220,000 active;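 active = primary inhibition above the hit cutoff, then over 50% inhibition at one or more dose response concentrations, cut at about 23% in these data, passing the limit was not always enough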;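 also: plate controls were DMSO full reaction for no effect and no enzyme background for full effect; strong numbers were not always called active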
Autophagy mod: autophagy modulators in MEF cells, primary screen, imaging, high-content, MEF GFP-LC3. MEF GFP-LC3 puncta imaging; test concentration mostly 10 µM. AID 463193, 2010. 0.98% of 190,000 active. calls only at 10 µM (by protocol);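 active = percentage of spot-positive cells more than 3 SD above its plate mean, without a fluorescence outlier flag or 80% toxicity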;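 also: spot-positive cell cutoff set from DMSO-treated cells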
Dynein cargo inh: inhibitors of GR-EGFP nuclear translocation, primary screen, dynein cargo transport inhibitor project, imaging, high-content, 3617.4 mouse cells; 0.47% of 220,000 active; test concentration mostly 20 µM; stimulated with dexamethasone, 1 µM; hits give low values; z-score, hits read low; AID 1381, 2008;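 active = plate z-score of nuclear minus cytoplasmic receptor signal below a set negative limit, without overly bright fluorescence or cell loss, cut at about -3.5 in these data, passing the limit was not always enough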;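 also: z-score of nuclear minus cytoplasmic ring GR-EGFP intensity difference per well; some compounds called inactive have numbers as strong as hits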
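medium = tetracycline-free induction medium containing charcoal-stripped FBS | probe or stimulus = dexamethasone, 1.0 µM final | timing = 48 h induction, then 1 h compound, then 30 min agonist, 37 °C | detection = automated 10x imaging of fixed Hoechst-stained cells | read-out basis = nuclear versus cytoplasmic GR-EGFP signal, averaged per well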
MT stabilizer: microtubule stabilizers in HeLa cells, primary screen, imaging, high-content imaging; 0.83% of 200,000 active; HeLa tubulin immunostaining HCS, 24 h; share of cells brighter than vehicle mean+2SD; % tubulin-high responders, % at 10 µM; AID 2205, 2009;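 active = plate Z-score above 3 for both tubulin-high and condensed-nucleus cell shares, with cell loss under 80%, at 10 µM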;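 also: anti alpha tubulin signal scored within the nucleus-defined area of each cell; some results filed as inactive read as strong as hits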
Dynein cargo inh cytoplasmic EGFP: also measured in Dynein cargo inh; calls as there; z-score; measured here: cytoplasmic GR-EGFP intensity; hits give high values
Dynein cargo inh nuclear GR-EGFP: second read-out of Dynein cargo inh, no call of its own (marks repeat the call); z-score; measured here: nuclear GR-EGFP intensity;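 lower value marks the stronger effect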
Dynein cargo inh cell count: also measured in Dynein cargo inh; calls as there; z-score; measured here: cell count per field
Insulin prom up cell count: further read-out of Insulin prom up, marked with its call; cell count; measured here: cytotoxicity, nuclei count;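 total cells summed across four imaged fields per well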
bCat nuc transl cell count 5 µM: second read-out of bCat nuc transl, no call of its own (marks repeat the call); cell count; measured here: cell count, cytotoxicity flag
MT stabilizer Hoechst-high %: recorded beside MT stabilizer, whose call it bears; % Hoechst-high responders; measured here: nuclear condensation Hoechst responders;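 share of cells brighter than vehicle mean plus two SD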
MT stabilizer cytotoxicity %: recorded beside MT stabilizer, whose call it bears; toxicity, %; measured here: cytotoxicity by cell density;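 0% = mean cell density of plate MIN control wells and 100% = no cells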
Autophagy mod cell loss 18 h: second read-out of Autophagy mod, no call of its own (marks repeat the call); toxicity, %; measured here: cell loss, nuclei count;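 cell loss after 18 h compound exposure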
An asterisk follows results filed as active; i = inactive; . = no result given; [ ] = remark or other dose.

SMILES	bCat nuc transl	bCat nuc transl cell count 5 µM	ER stress rescue	M17LAP inhibition	K1F lysis inhibition	Insulin prom up	Insulin prom up cell count	M1AAP inhibition	Autophagy mod	Autophagy mod cell loss 18 h	Dynein cargo inh	Dynein cargo inh cytoplasmic EGFP	Dynein cargo inh nuclear GR-EGFP	Dynein cargo inh cell count	MT stabilizer	MT stabilizer Hoechst-high %	MT stabilizer cytotoxicity %
O=C(CN1C(=O)CSC1=O)Nc1ccc(F)c(F)c1F	-3.2	993	-1.3%	8%	1.4%	0.25	1416	-4%	i	9	-0.35	-0.22	0.084	0.24	5.4	1.8	2.4
Cc1ccc(NC(=O)C(C)N2CCOCC2)c(C(=O)c2ccccc2)c1 (stereo unspecified)	1.0	1175	-0.6%	13%	1.6%	-0.58	1332	3%	i	-8	-0.64	-0.32	0.076	-0.22	4.0	3.0	7.4
Cn1c(SCC(=O)NCc2cccs2)nnc1-c1ccncc1	-0.9	815	-3.1%	5%	3.6%	0.06	1273	10%	i	4	-0.18	-0.21	0.075	-0.03	2.1	2.0	6.3
Oc1c(Cl)cc(Cl)cc1/C=N/c1nc(-c2ccc(Cl)cc2)cs1	-4.2	1160	.	-6%	0.2%	0.51	1402	3%	.	.	0.47	-0.21	-0.095	-0.61	.	.	.
Cc1ccccc1OCC(=O)OCC(=O)c1ccc(OCc2ccccc2)cc1	-0.9	749	-3.1%	-7%	-0.3%	0.17	1152	-4%	i	-4	-0.023	-0.25	-0.0015	1.1	3.6	1.3	3.6
COc1ccc(-n2c(-c3ccccc3)nnc2-c2ccc(Cl)cc2)cc1	-2.6	859	-2.1%	0%	-2.0%	0.14	976	7%	i	0	0.58	-0.29	0.12	-0.27	1.5	3.0	14
Cc1cc(C)nc(NS(=O)(=O)c2ccc(NC(=O)CCC3COc4ccccc4O3)cc2)n1 (stereo unspecified)	.	.	-0.3%	3%	0.3%	-0.22	1392	0%	i	-11	0.25	-0.049	0.51	0.93	2.4	1.3	2.5
Cc1ccc(CNCC2CCCO2)s1 (stereo unspecified)	.	.	0.0%	2%	1.3%	1.4	843	2%	i	-6	-0.51	0.0043	0.016	0.85	2.1	1.6	6.3
O=C1c2ccccc2C(=O)N1/N=C/c1ccc(Oc2ccc([N+](=O)[O-])cn2)cc1	0.0	1529	-1.1%	10%	0.1%	0.27	1384	11%	i	13	-0.42	0.16	0.22	-0.41	3.2	1.6	7.3
COc1ccc(Cl)cc1NC(=O)C(C)N1CCN(C/C=C/c2ccccc2)CC1 (stereo unspecified)	.	.	0.5%	1%	1.1%	.	.	-1%	i	6	0.63	-0.21	0.16	0.092	3.2	2.3	10

The list goes on, overlapping the part above by 2 compounds.
SMILES	bCat nuc transl	bCat nuc transl cell count 5 µM	ER stress rescue	M17LAP inhibition	K1F lysis inhibition	Insulin prom up	Insulin prom up cell count	M1AAP inhibition	Autophagy mod	Autophagy mod cell loss 18 h	Dynein cargo inh	Dynein cargo inh cytoplasmic EGFP	Dynein cargo inh nuclear GR-EGFP	Dynein cargo inh cell count	MT stabilizer	MT stabilizer Hoechst-high %	MT stabilizer cytotoxicity %
O=C1c2ccccc2C(=O)N1/N=C/c1ccc(Oc2ccc([N+](=O)[O-])cn2)cc1	0.0	1529	-1.1%	10%	0.1%	0.27	1384	11%	i	13	-0.42	0.16	0.22	-0.41	3.2	1.6	7.3
COc1ccc(Cl)cc1NC(=O)C(C)N1CCN(C/C=C/c2ccccc2)CC1 (stereo unspecified)	.	.	0.5%	1%	1.1%	.	.	-1%	i	6	0.63	-0.21	0.16	0.092	3.2	2.3	10
O=C(CSc1ccc(-c2cccc([N+](=O)[O-])c2)nn1)N1CCCC1	0.5	979	0.3%	-5%	1.3%	0.36	1086	2%	i	22	0.49	-0.31	0.67	-0.7	1.9	2.0	3.0
CN(C)c1ccc(S(=O)(=O)c2ccc(Cl)cc2)cc1	1.2	807	0.1%	0%	0.1%	0.3	1262	6%	i	4	-0.93	-0.19	-0.56	0.82	8.2	3.4	8.4
O=C(CCCSc1nc2sc3c(c2c(=O)[nH]1)CCC3)NCCO	-0.6	1164	0.6%	0%	0.4%	-1	940	0%	i	-7	0.44	-0.21	-0.071	0.17	1.3	1.9	9.1
COc1ccc([N+](=O)[O-])cc1NC(=O)CSc1nc(C)c(C)c(C)n1	-0.4	1263	1.3%	-4%	0.6%	-0.42	1261	-1%	i	-1	0.29	0.26	0.41	-0.71	4.3	1.5	7.3
Cc1ccc2cc3cc(C(=O)N4CCN(Cc5ccccc5)CC4)sc3nc2c1	.	.	-0.4%	8%	-0.1%	0.06	751	-3%	i	-3	1.3	-0.15	0.56	-0.24	1.3	0.7	15
CC(=O)NC1C(OCc2ccccc2)OC(CO)C(OC(C)=O)C1OC(C)=O (stereo unspecified)	-0.1	1026	-0.4%	-4%	3.6%	0.09	1500	9%	i	12	-1	-0.19	-0.62	0.34	4.6	2.3	4.8
CC(/C=C/c1ccccc1F)=N\NC(=O)C(C)C	-0.9	522	-2.9%	-2%	2.8%	0.08	1201	9%	i	8	-0.57	-0.24	0.6	0.0087	6.9	6.3	11
COC(=O)c1nc(NC(=O)c2ccccc2)n[nH]1	-3.5	1353	-1.2%	4%	-0.6%	-0.04	1648	3%	i	-28	-0.053	-0.15	0.8	0.35	1.9	2.3	4.3
Fc1ccc(F)c(C2=NNC(=Nc3ccccc3F)SC2)c1	-1.9	879	-4.8%	0%	0.7%[50 µM]	-0.05	1077	8%	i	-14	-0.35	0.077	-0.039	0.91	3.8	2.0	7.4
Cc1ccc(S(=O)(=O)c2nc(-c3ccco3)oc2NCC2CCCO2)cc1 (stereo unspecified)	.	.	0.6%	18%	3.5%	-0.37	1232	17%	i	10	2.4	-0.11	1.3	-1.9	3.8	3.3	11
Cc1nnc(SCC(=O)Nc2ncc3c(n2)CCCC3=O)s1	-1.5	992	11%	10%	0.1%	0.73	1159	-4%	i	-20	-0.0095	0.0025	0.1	0.18	5.5	4.1	11
CC(C)/C=N/Nc1nc(-c2ccc(Br)cc2)cs1	-0.9	586	-5.9%	27%	-0.2%	-0.6	1129	10%	i	4	1.2	-0.18	2.2	-1.5	2.3	3.5	12
COc1ccc(NC(=O)c2ccccc2-c2ccccc2)cc1	-1.7	983	0.7%	-5%	-0.1%	-0.48	1692	-2%	i	0	0.32	-0.28	0.67	0.5	4.3	2.9	7.6
CCCN1C(=O)C2C(C(=O)Nc3cccc(OC)c3)C3C=CC2(O3)C1C(=O)NC1CCCCC1 (stereo unspecified)	-2.1	907	0.5%	17%	0.1%	0.98	1448	1%	i	0	-1.5	-0.39	-0.52	0.38	4.5	1.7	1.6
COc1cc(C2C(C(N)=O)=C(C)Nc3nc(CCCO)nn32)cc(OC)c1OC (stereo unspecified)	.	.	0.6%	-5%	3.8%	0.07	974	-3%	i	-9	-0.87	-0.21	-0.48	0.44	1.1	2.2	7.6
CC(=O)N1CCN(C(=O)c2ccc(-n3c(C)ccc3C)cc2)CC1	-0.9	1217	1.2%	3%	0.1%	-0.13	1524	5%	i	-2	2.5	0.49	2	-2	5.3	1.3	7.3
O=P(O)(O)COc1ccccc1P(=O)(c1ccccc1)c1ccccc1	-5.0	1198	-1.5%	1%	-1.0%	0.46	788	-6%	i	-2	1.2	-0.23	0.58	-0.47	2.0	2.3	12
COc1ccc(-n2c(O)c(C=NC3CC3)c(=O)[nH]c2=O)cc1	-1.5	910	0.5%	0%	0.9%	0.01	1116	9%	i	-6	-0.47	-0.3	-0.045	-0.21	5.2	2.7	11
COc1ccc(C(=O)Oc2cc(OC)cc(OC)c2C(C)=O)cc1	-2.7	557	-6.3%	1%	-0.6%	2.8	1216	19%	i	13	0.07	0.34	0.41	0.45	5.1	2.3	8.5
COc1ccc(/C=N/n2c(SC)nnc(C(C)(C)C)c2=O)c(OC)c1	-1.6	808	-0.5%	3%	0.6%	1.1	1414	4%	i	-1	2	0.029	1.4	-1.2	3.6	1.7	9.4
COc1ccc(/C=C(/NC(=O)c2ccccc2)C(=O)N/N=C/c2cccs2)cc1OC	0.7	1422	0.9%	-11%	3.2%	0.42	1516	12%	i	-18	0.071	-0.2	0.34	1.1	3.5	1.6	6.3
CN(C)c1ccc(CC(=O)c2nc3ccccc3s2)cc1	0.4	936	-3.2%	13%	0.1%	0.88	1304	5%	i	46	0.16	-0.026	-0.099	-0.24	4.4	3.2	8.7
O=C(NCc1ccncc1)/C(=C\c1ccc(F)cc1)NC(=O)c1ccccc1	-5.2	522	9.5%	8%	0.2%	0	1318	0%	i	7	-0.12	-0.16	0.0095	1.1	3.9	2.9	1.2
CC1CN(C(=O)c2cn3ccccc3n2)CC(C)O1 (stereo unspecified)	0.4	1119	-2.4%	9%	0.2%	-0.51	1235	5%	i	0	-0.087	-0.064	0.42	0.46	2.6	2.1	7.7
CN(C)c1ccc(NC(=O)c2sc(SCC(=O)Nc3ccc(Br)cc3)nc2N)cc1	.	.	-0.8%	13%	2.2%	.	.	4%	i	3	-0.45	-0.23	-0.34	0.027	3.8	1.8	5.8
Cc1ccc(S(=O)(=O)C2(C(=O)Nc3nccs3)CC2)cc1	-0.6	1071	-3.4%	-9%	0.2%	1.6	1328	2%	i	-8	0.077	-0.21	0.27	0.51	4.1	2.0	0.4
